Mdm2-MdmX inh = inhibitors of human Mdm2-MdmX association, primary screen, cell-based, luminescence, split luciferase, SaOS-2, uHTS | inhibition, % at 8 µM | 330,000 tested, 3% active | Protein Mdm4 (Homo sapiens) + E3 ubiquitin-protein ligase Mdm2 (Homo sapiens), … | AID 485346, 2010 | SaOS-2 split-luciferase Mdm2/MdmX complementation;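 active = inhibition of at least 50% at 8 µM in the primary screen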
EBI2 antag = EBI2 receptor antagonists, beta-arrestin recruitment, primary screen, cell-based, luminescence, 7a,25-OHC stimulation, uHTS; 7a,25-OHC stimulated; inhibition, % at 5 µM; 360,000 tested, 0.81% active; in the data active = inhibition above about 38%;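 also: enzyme fragment complementation signal reports receptor beta-arrestin coupling in cells; 0% = agonist plus DMSO wells and 100% = wells without agonist; some results beyond the cut were filed as inactive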
Target sequence (P32249 whole entry, looked up, the tested form may be a part): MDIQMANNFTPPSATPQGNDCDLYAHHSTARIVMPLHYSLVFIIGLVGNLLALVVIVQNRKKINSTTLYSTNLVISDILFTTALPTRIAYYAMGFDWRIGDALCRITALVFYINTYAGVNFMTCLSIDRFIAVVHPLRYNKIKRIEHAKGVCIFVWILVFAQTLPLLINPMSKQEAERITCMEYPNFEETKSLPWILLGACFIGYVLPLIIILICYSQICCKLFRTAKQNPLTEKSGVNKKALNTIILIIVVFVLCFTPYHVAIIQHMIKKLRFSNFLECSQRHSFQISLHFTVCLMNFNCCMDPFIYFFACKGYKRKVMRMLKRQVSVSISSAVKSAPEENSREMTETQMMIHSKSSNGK
CXCR6 inh = CXCR6 receptor inhibitors, primary screen, cell-based, beta-arrestin, luminescence, CHO-K1 PathHunter, 1536-well. inhibition, % at 20 µM. C-X-C chemokine receptor type 6 (Homo sapiens), O00574. 360,000 tested, 0.36% active. AID 602244, 2012; in the data active = inhibition above about 34%, passing the limit was not always enough;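 also: antagonist mode with CXCL16 agonist at 10 nM final; 0% = 10 nM CXCL16 with DMSO and 100% = unstimulated wells without agonist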
Target sequence (O00574 whole entry, looked up): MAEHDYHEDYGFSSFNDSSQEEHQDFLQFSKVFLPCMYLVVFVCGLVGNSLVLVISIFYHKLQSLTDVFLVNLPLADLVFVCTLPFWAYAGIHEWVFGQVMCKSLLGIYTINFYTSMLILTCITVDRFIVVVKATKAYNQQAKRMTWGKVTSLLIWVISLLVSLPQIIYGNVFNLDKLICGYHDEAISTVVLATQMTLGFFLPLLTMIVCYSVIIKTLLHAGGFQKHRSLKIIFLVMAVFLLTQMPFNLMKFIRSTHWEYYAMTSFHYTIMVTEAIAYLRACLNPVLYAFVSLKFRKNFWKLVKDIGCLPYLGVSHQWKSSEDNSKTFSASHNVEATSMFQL
APJ antagonist = antagonists of human apelin receptor APJ, primary screen, CHO-K1 cells, beta-arrestin complementation, luminescence. P35414. inhibition, % at 20 µM. 330,000 tested, 0.32% active. AID 2521, 2010;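 active = inhibition above about 40% at 20 µM, limit read from the data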;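 also: cells challenged with 10 nM apelin-13 agonist together with compound; plate controls were apelin-13 plus DMSO wells for no effect and DMSO wells lacking apelin-13 for full effect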
tim23-1 inh = growth inhibitors of tim23-1 mutant yeast, primary screen, luminescence, uHTS; S. cerevisiae tim23-1 growth, BacTiter-Glo luminescence, 24 h; inhibition, % at 20 µM; 330,000 tested, 1.3% active; AID 463212, 2010;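 active = growth inhibition of the mutant yeast at or above 50%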;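 also: temperature-sensitive mutant grown at 25 °C; plate controls were DMSO-treated mutant yeast for no effect and medium wells lacking yeast for full effect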
APJ agonist = agonists of human apelin receptor APJ, primary screen, CHO-K1 cells, PathHunter beta-arrestin, luminescence. 0% DMSO wells, 100% apelin. activation, % at 20 µM. P35414. AID 2520, 2010. 330,000 tested, 0.11% active;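 active = activation more than six SD over the plate average, tested at 20 µM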;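 also: 0% = DMSO alone and 100% = apelin-13 at 10 nM; some results filed as inactive read as strong as hits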
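Assay system: CHO-K1 APJ beta-arrestin complementation cell line / Compound: single test compound dose, 20 µM final, 1% DMSO / Times: overnight seeding, 90 min compound at 25 °C, 1 h detection / Technique: beta-gal luminescence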
UPR XBP1 act = activators of adaptive XBP1 UPR arm, primary screen, cell-based, CHO-XBP1 luciferase reporter, luminescence, uHTS. IRE1-XBP1 UPR activation; percent of tunicamycin response, DMSO as zero. activation, % at 20 µM. 330,000 tested, 0.33% active;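 active = versus positive control, 20 µM dose yields 30% or more activation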;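 also: 100% = tunicamycin at 10 µg/mL and 0% = DMSO only wells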
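Material: IRE1-XBP1 luciferase reporter CHO line / Quantity: one thousand reporter cells per well / Buffer or medium: F12 with 10% serum / Compound: 20 µM single concentration, DMSO 1% / Times: 6 h treatment, 37 °C / Detection: Steady-Glo luciferase glow luminescence, 10 min after reagent addition / Benchmarks: tunicamycin high, DMSO low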
UPR CHOP act = activators of apoptotic CHOP UPR arm, primary screen, cell-based, CHO-CHOP luciferase reporter, luminescence, uHTS; UPR activation; percent of tunicamycin response over DMSO baseline; activation, % at 10 µM; 330,000 tested, 0.34% active; AID 449763, 2010;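 active = at 10 µM dose, activation of 40% or more, normalized to positive control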;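 also: 100% = tunicamycin at 10 µg/mL and 0% = DMSO alone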
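System: CHO CHOP reporter cells. Amount: 500 cells per well. Buffer or medium: F12 medium, 10% FBS. Compound dosing: one dose, 10 µM in 0.5% DMSO. Incubation: 6 h compound exposure at 37 °C after overnight seeding. Technique: Steady-Glo luciferase luminescence. Benchmarks: tunicamycin and DMSO controls.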
CCR6 antagonist = CCR6 receptor antagonists, primary screen, cell-based, CHO-K1, luminescence, beta-arrestin, uHTS; inhibition, % at 20 µM; 340,000 tested, 0.49% active; C-C chemokine receptor type 6 (Homo sapiens), P51684; CHO-K1 CCR6 PathHunter beta-arrestin, CCL20-stimulated;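 active = compounds whose inhibition of the agonist-driven luminescence signal at 20 µM reaches about 50%, limit read from the data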;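 also: cells stimulated with CCL20 at 14 nM final; plate controls were DMSO with CCL20 for no effect and DMSO without agonist for full effect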
Target sequence (P51684 whole entry, looked up): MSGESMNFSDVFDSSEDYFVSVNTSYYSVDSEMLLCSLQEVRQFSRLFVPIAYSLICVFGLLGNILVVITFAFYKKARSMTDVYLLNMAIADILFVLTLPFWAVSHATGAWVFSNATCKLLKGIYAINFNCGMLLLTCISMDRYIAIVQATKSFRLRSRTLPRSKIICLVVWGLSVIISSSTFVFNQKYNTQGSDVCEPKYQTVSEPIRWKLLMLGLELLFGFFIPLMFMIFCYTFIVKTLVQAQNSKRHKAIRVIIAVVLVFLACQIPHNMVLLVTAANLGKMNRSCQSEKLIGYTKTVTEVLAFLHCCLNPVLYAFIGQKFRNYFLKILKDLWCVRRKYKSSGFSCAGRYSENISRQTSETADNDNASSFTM
Starred values were filed as active, the others as inactive; nt = not tested or not shown. This is a subset; rates above refer to the full screens.

SMILES	Mdm2-MdmX inh	EBI2 antag	CXCR6 inh	APJ antagonist	tim23-1 inh	APJ agonist	UPR XBP1 act	UPR CHOP act	CCR6 antagonist
CCNC(=O)c1cccc(S(=O)(=O)N2CCCCCC2)c1	15	-10	2	3	4	1	0	-2.5	-4
Cc1ccc(NC(=O)CN2C(=O)NC3(CCCc4ccccc43)C2=O)c(Cl)c1 (stereo not given)	-2	-5	-4	11	15	0	-3	0.2	1
NC(=O)c1c(NC(=O)C2CCCO2)sc2c1CCCC2 (stereo not given)	7	-5	4	6	11	-1	2	3.4	-3
CSc1nsc(SC)c1C(=O)Nc1ccc(C(C)(C)C)cc1	2	12	3	2	33	1	-2	5.2	5
Cc1cc(C)n2nc(C(=O)OC(C)C(=O)c3cc(C)c(C)cc3C)nc2n1 (stereo not given)	2	1	-5	3	14	0	0	1.6	12
O=C(CSc1ccc2c(c1)OCCO2)N1CCN(c2ccccc2)CC1	30	-12	1	-4	23	-3	1	-2.2	8
Cc1cc(Br)ccc1NC(=O)CNC(=O)COc1ccccc1C	8	0	-1	-56	0	-3	0	-2.1	13
O=C(O)c1ccc(Nc2c3ccccc3nc3ccccc23)cc1	13	0	1	2	-7	-2	4	-1.2	21
O=c1[nH]c(Cc2cccc(C(F)(F)F)c2)nc2ccccc12	13	2	0	18	11	-1	-2	-1.6	6
O=C(Nc1ccc(N2CCOCC2)cc1)C1CCCN(S(=O)(=O)c2ccccc2)C1 (stereo not given)	3	-1	-3	-3	14	0	1	-1.7	-11
CC1CCCN(S(=O)(=O)c2ccc(S(=O)(=O)NC(C)c3cccs3)cc2)C1 (stereo not given)	28	6	-1	8	47	-5	6	-0.5	12
Cc1cc(C(=O)Cn2nc(C(=O)O)c3ccccc3c2=O)c(C)n1CC(F)(F)F	-8	-1	-7	7	4	-1	0	3.1	11
O=C(Nc1cc(Br)ccc1O)c1cnn2c(C(F)F)cc(C3CC3)nc12	17	-3	4	-11	2	-2	2	-1.2	13
COc1cccc(NC(=O)CN(C)C(=O)CC2CC3CCC2C3)c1 (stereo not given)	26	-2	3	7	12	-4	3	-0.9	6
O=C(CN1c2cccc3cccc(c23)S1(=O)=O)NCCc1ccc(F)cc1	21	11	0	2	-12	1	-3	-0.4	11
C/C=C/C(=O)Nc1ccccc1Br	1	-7	-3	-25	14	-4	2	-1.7	-6
O=C(c1cnn(C(=O)c2ccc(O)cc2)c1)c1ccccc1O	27	nt	nt	-3	20	-1	6	-0.1	nt
Cc1cc(C)cc(N(C(C)C(=O)N2CCCCC2)S(C)(=O)=O)c1 (stereo not given)	22	-3	0	-24	17	-1	-2	0.2	-7
O=C(NCCC1=CCCCC1)c1ccc(Cl)cc1	-126	nt	nt	7	3	-9	-2	0.7	nt
CN(Cc1ccc(-n2cccn2)cc1)Cc1cn(C)nc1-c1ccccc1F	-2	0	9	7	-3	-2	-4	-0.1	16
Cc1ccc(-c2nc3ncccn3c2Nc2ccc3c(c2)OCCO3)cc1	-17	10	-3	-5	23	6	2	0.0	-17
N#Cc1c(NC(=O)COC(=O)c2ccc(O)cc2O)sc2c1CCC2	-11	-9	6	0	-7	-4	-3	-1.4	13
C/C(=N/Nc1cc(-c2ccccc2)nc(-c2ccccc2)n1)c1ccc(O)cc1	56*	60*	15	-18	40	-1	68*	3.7	-8
Cc1nc2ccc(-c3nc4cc(N)ccc4o3)cc2[nH]1	-137	2	-18	-27	31	5	-1	-2.2	-4
O=C(Cn1cc([N+](=O)[O-])cn1)Nc1ccccn1	2	-5	-4	-4	11	-4	-3	-1.7	-17

(next part)
SMILES	Mdm2-MdmX inh	EBI2 antag	CXCR6 inh	APJ antagonist	tim23-1 inh	APJ agonist	UPR XBP1 act	UPR CHOP act	CCR6 antagonist
Cc1ccccc1C1c2[nH]c3ccccc3c2CCN1C(=O)c1ccc(=O)n(C)n1 (stereo not given)	13	7	3	7	18	-3	0	0.6	16
Cc1ccccc1C(=O)NCC(=O)OC1CCCCC1=O (stereo not given)	19	-6	5	20	5	3	-1	1.6	6
CCCC1(CCC)NC(=O)N(CC(=O)N2CCN(C(=O)c3ccco3)CC2)C1=O	13	1	3	10	-9	-5	-2	1.3	0
CC(=O)NNc1nc(-c2ccccc2)c2cc(Br)ccc2n1	-72	-8	-1	-6	-24	-3	-3	-1.7	-8
CC(OC(=O)C(C)N1C(=O)C2C3C=CC(C4CC34)C2C1=O)C(=O)c1ccccc1 (stereo not given)	-27	0	-2	-16	32	0	-2	-2.1	8
COc1cc(C(=O)NCC(=O)NCC2COc3ccccc3O2)cc(OC)c1OC (stereo not given)	-5	3	2	5	-16	4	-1	0.8	11
CCC(C)c1ccc(NC(=O)COC(=O)C2CCCC2)cc1 (stereo not given)	11	-29	-8	3	57*	2	0	1.5	11
COc1ccc(-n2cnnc2SCC(=O)NC2CCS(=O)(=O)C2)cc1 (stereo not given)	-5	-5	3	15	2	-4	-8	-1.1	-2
Cc1ccc(C)c(SCC(=O)Nc2cccnc2Cl)c1	-7	11	-2	11	12	-2	-2	0.4	11
CCCn1c(=O)c2ccccc2n2c(SCC(=O)NCc3cccs3)nnc12	-9	-1	-4	-14	2	6	-2	0.2	17
COc1ccc(/C=N/NC(=O)CCN2CCN(c3ccccc3)CC2)c(OC)c1OC	-15	-9	-1	16	4	-3	-1	-0.1	1
OCC1(Cc2ccccc2F)CCCN(CC2CCCCC2)C1 (stereo not given)	13	-12	6	-7	2	-5	-1	-0.9	19
O=c1c([N+](=O)[O-])c(O)c2cccc3c2n1CCC3	9	-9	-4	12	10	-2	2	-0.1	-7
COc1ccc(CNC(=O)C(=O)c2cn(CC(=O)N3CCCC3)c3ccccc23)cc1	14	1	9	-10	-1	-6	-8	1.2	12
O=c1c(-c2ccc(Cl)cc2)c[nH]n1-c1ccccc1	-16	9	4	-19	18	-1	5	2.3	2
CCOc1ccc(C(=O)Nc2nnn(CC)n2)cc1	-28	-2	11	-4	-3	1	-1	1.1	-13
CCOC(=O)c1ccc(NC(=O)c2ccnn2C)cc1	-9	9	-6	-2	-2	-3	2	9.9	12
CCOc1ccccc1Nc1nc(N)nc(CSc2nncn2C)n1	4	-2	-6	23	6	-2	3	0.4	-3
CCOC(=O)CN1C(=O)CC(c2ccccc2)C1=O (stereo not given)	6	8	-6	12	15	-2	-6	1.2	7
CCC(=O)Nc1ccc2c(c1)ncn2-c1ccc(C)cc1	-33	4	1	-5	3	0	-1	4.8	2
COc1ccc(NC(=O)C(=O)NCCC2CCCCN2S(=O)(=O)c2cccs2)cc1 (stereo not given)	52*	4	-5	2	20	-4	0	-0.1	24
CCCn1c(N)c(N(CCOC)C(=O)c2ccccc2)c(=O)[nH]c1=O	3	-4	2	16	-3	3	1	0.1	-8
N#CC1=C(N)OC2=C(C(=O)CC(c3ccco3)C2)C1c1ccc(OCc2c(F)cccc2Cl)cc1 (stereo not given)	-17	-4	2	1	-2	-2	2	1.6	7
N#CCC(=O)Nc1ccc(C(=O)OCC(=O)NC2CCCCCC2)cc1	28	5	2	-6	11	1	-1	-0.9	15
CCc1nc2ccc(C(=O)NCc3ccc(C)o3)cc2nc1CC	18	1	-12	4	36	-7	2	-1.9	10

Molecules shown so far that contain a thiophene ring, fused or not:
SMILES	Mdm2-MdmX inh	EBI2 antag	CXCR6 inh	APJ antagonist	tim23-1 inh	APJ agonist	UPR XBP1 act	UPR CHOP act	CCR6 antagonist
NC(=O)c1c(NC(=O)C2CCCO2)sc2c1CCCC2 (stereo not given)	7	-5	4	6	11	-1	2	3.4	-3
CC1CCCN(S(=O)(=O)c2ccc(S(=O)(=O)NC(C)c3cccs3)cc2)C1 (stereo not given)	28	6	-1	8	47	-5	6	-0.5	12
N#Cc1c(NC(=O)COC(=O)c2ccc(O)cc2O)sc2c1CCC2	-11	-9	6	0	-7	-4	-3	-1.4	13
CCCn1c(=O)c2ccccc2n2c(SCC(=O)NCc3cccs3)nnc12	-9	-1	-4	-14	2	6	-2	0.2	17
COc1ccc(NC(=O)C(=O)NCCC2CCCCN2S(=O)(=O)c2cccs2)cc1 (stereo not given)	52*	4	-5	2	20	-4	0	-0.1	24

Carrying on:
SMILES	Mdm2-MdmX inh	EBI2 antag	CXCR6 inh	APJ antagonist	tim23-1 inh	APJ agonist	UPR XBP1 act	UPR CHOP act	CCR6 antagonist
Cc1onc(-c2ccc(Cl)cc2)c1-c1ccnc(SCC(=O)Nc2ccc(C(C)C)cc2)n1	42	8	9	17	20	-8	-3	-2.1	6
COC(C(=O)NNS(=O)(=O)c1ccccc1[N+](=O)[O-])c1ccccc1 (stereo not given)	38	2	-4	15	13	-3	-1	0.9	-6
Cn1c(CO)cnc1SCc1c(Cl)cccc1Cl	10	-3	2	-9	-11	-3	0	-1.1	4
Cc1ccc(C(=O)NCc2ccc(N3CCN(C(=O)OC(C)(C)C)CC3)cc2)cc1	40	19	-6	-1	-9	-1	-3	0.4	-4
Cc1cnc(NC(=O)CSc2nnc(-c3ccncc3)n2C2CCCCC2)s1	9	-20	-2	4	7	-1	-4	-1.5	11
COc1ccc(C(C(=O)NC2CCCC2)N(C(=O)c2snc(C(N)=O)c2N)c2ccccc2OC)cc1OC (stereo not given)	-8	4	7	14	11	-3	-7	0.1	4
O=C(CNCCO)N1N=C(c2cccs2)CC1c1cccs1 (stereo not given)	-3	-13	7	-2	12	-1	2	-1.4	-9
CN(Cc1ccccc1)Cc1nc2c(c(=O)n(C)c(=O)n2C)n1Cc1ccc(Cl)cc1	12	-2	3	14	31	0	-1	-1.3	23
COc1ccccc1CNC(=O)C(c1ccccc1)c1ccccc1	-6	7	3	15	3	-3	-3	-1.3	2
Clc1ccc2scc(CN3CCCCC3)c2c1	-1	-1	-4	5	-2	-1	-3	-0.1	7
CC(/C=N/N1CCN(Cc2ccccc2)CC1)=C\c1ccccc1	-28	18	-3	6	-6	-5	-2	2.1	-11
CCC(C)(C)NC(=O)C(c1cccc(OC)c1)N(C(=O)c1ccn[nH]1)c1cccc(OC)c1 (stereo not given)	29	-11	-2	-4	7	-19	0	-1.3	6
Nc1nc(Nc2ccccc2)n[nH]1	21	-10	-5	3	-4	-3	-4	0.8	-9
CC(=O)c1ccc(NC(=O)COC(=O)CCN2C(=O)c3cccc([N+](=O)[O-])c3C2=O)cc1	18	-8	0	-5	5	2	-1	3.4	13
O=C(O)/C=C\C(=O)Nc1ccc(F)c(F)c1F	18	-6	3	17	-5	1	-1	-2.0	-4
